Compound activity from PubChem.
RBBP9 inh – human RBBP9 hydrolase inhibition; O75884; recombinant RBBP9, FP-Rh probe fluorescence polarization; actives 0.2% (n = 220,000); inhibition, % at 7.94 µM;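 active = inhibition above the campaign mean of all tested compounds plus 3 SD, cut at about 14% in these data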;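 note: plate controls were DMSO wells with RBBP9 for no effect and wells lacking RBBP9 protein for full effect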
Target sequence (O75884 whole entry, looked up): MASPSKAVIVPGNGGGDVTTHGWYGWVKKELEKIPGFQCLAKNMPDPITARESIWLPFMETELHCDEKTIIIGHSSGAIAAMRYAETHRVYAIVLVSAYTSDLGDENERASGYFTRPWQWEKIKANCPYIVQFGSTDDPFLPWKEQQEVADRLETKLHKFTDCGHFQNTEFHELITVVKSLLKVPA
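Assay system: recombinant human RBBP9; Reagent: Serine-hydrolase probe FP-Rh, 375 nM pre-mixing; Doses: 7.94 µM single dose, 0.794% DMSO; Incubation: 30 min then 45 min, 25 °C; Detection: fluorescence polarization (mP), excitation 525 nm, emission 598 nm; Evaluation: percent inhibition from mP, scaled between DMSO and no-protein wells.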
Runt-CBFb FRET – blocks binding of human RUNX1 Runt domain to CBFb. Q01196+Q13951. actives 0.46% (n = 220,000). Cerulean-Runt/Venus-CBFb FRET ratio 530/480, 1 h. inhibition, % at 20 µM;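 active = inhibition over about 50% at 20 µM in the single-dose screen, limit read from the data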;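 note: 0% = DMSO wells and 100% = excess unlabeled CBFb competitor control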
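test system = Cerulean-tagged RUNX1 Runt domain (FRET donor) fusion protein | reagent = Venus-CBFb binding partner, 100 nM | incubation = protein complex preformed 1 h, compound exposure 1 h, room temperature, dark | detection = FRET fluorescence | read-out basis = loss of energy transfer signal | controls = 5 µM unlabeled CBFb as full-inhibition high control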
NPY-Y1 PAM-ag – potentiators or agonists of human neuropeptide Y receptor Y1; NPY-Y1 expressing cells, potentiator/agonist activation; activation, % at 3.6 µM; actives 0.37% (n = 220,000); AID 1304; in the data active = activation above about 33%, passing the limit was not always enough;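 note: cells stimulated with NPY at EC10 then isoproterenol at EC100; 0% = low agonist plus stimulus and 100% = saturating agonist plus stimulus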
Hck Nef HTS – blocks Nef-activated human Hck kinase; P08631; Recombinant Hck-YEEI plus Nef, Z-Lyte FRET kinase assay; inhibition, % at 20 µM; actives 0.68% (n = 220,000);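 active = Hck-Nef kinase inhibition above about 50%, limit read from the data; inactive = inhibition below that limit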;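 note: 0% = DMSO with Hck plus Nef and 100% = Hck alone without Nef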
p97 ATPase inh – inhibitors of human p97 ATPase; P55072; inhibition, % at 8 µM; recombinant p97 ATPase, Kinase-Glo ATP luminescence, 3 h; actives 0.42% (n = 220,000); in the data active = inhibition above about 15%;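 note: 0% = DMSO vehicle and 100% = wells lacking enzyme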
Runt-SMMHC FRET – blocks binding of human RUNX1 Runt domain to CBFb-SMMHC | Q01196+Q13951 | Cerulean-Runt/Venus-CBFb-SMMHC FRET ratio 530/480, 1 h | inhibition, % at 20 µM | actives 0.74% (n = 220,000);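 active = mean inhibition across duplicate retests at 20 µM reaching about 50%, limit read from the data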;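 note: 0% = DMSO wells and 100% = wells with excess untagged CBFb-SMMHC; inhibitors lower the FRET ratio by blocking Runt binding to CBFb-SMMHC; some results filed as inactive read as strong as hits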
MDM2 E3 inh – inhibitors of human Mdm2 E3 ubiquitin ligase; cell-based MDM2 ubiquitination luciferase reporter, 2 h; 0 = plate control, 100 = twice control, blank-subtracted; AID 1230; signal enhancement, % at 5 µM; Q00987; actives 0.11% (n = 210,000);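 active = signal enhancement of 30% or more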;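 note: luminescence tracks abundance of the self-degrading MDM2-luciferase fusion protein; higher signal means inhibition of MDM2 E3 ligase activity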
Target sequence (Q00987 whole entry, looked up, the tested form may be a part): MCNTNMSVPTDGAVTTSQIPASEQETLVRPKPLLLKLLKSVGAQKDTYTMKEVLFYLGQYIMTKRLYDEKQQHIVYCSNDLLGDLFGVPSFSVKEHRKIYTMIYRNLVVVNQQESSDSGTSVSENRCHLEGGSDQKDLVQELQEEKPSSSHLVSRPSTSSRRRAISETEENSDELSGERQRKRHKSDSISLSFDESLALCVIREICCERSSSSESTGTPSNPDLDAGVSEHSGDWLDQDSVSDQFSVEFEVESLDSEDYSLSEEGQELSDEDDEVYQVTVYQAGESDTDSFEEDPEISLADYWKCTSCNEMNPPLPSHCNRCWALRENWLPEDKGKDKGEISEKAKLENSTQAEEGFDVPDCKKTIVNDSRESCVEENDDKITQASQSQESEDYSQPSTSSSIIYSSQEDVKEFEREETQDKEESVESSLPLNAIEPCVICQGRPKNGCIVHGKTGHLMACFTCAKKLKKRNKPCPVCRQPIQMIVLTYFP
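Assay system: mammalian cells stably expressing self-ubiquitinating, self-degrading MDM2 E3–luciferase fusion. Quantity: 2000 cells in each well. Medium: DMEM culture medium. Compound dosing: single-point 5 µM. Timing: cell settling 4 h, compound treatment 2 h, both 37 °C. Technique: luciferase luminescence. Read-out basis: percent signal gain over controls, blank-subtracted. Benchmarks: plate controls and plate blanks.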
NPY-Y1 antag – blocks the human neuropeptide Y Y1 receptor; HEK293-CNG Y1 cells, membrane potential fluorescence; NPY at EC95, then isoproterenol; P25929; actives 1% (n = 200,000); inhibition, % at 3.6 µM;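 active = inhibition above the campaign mean inhibition of all tested compounds plus 3 SD, cut at about 20% in these data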;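 note: 0% = DMSO wells given NPY plus isoproterenol and 100% = isoproterenol alone without NPY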
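Assay system: HEK293 Y1/CNG channel cell line; Doses: single compound dose of 3.6 µM, 0.4% DMSO; Timing: dye 3 h, compound 60 min room temperature, stimulation 45 min; Technique: Membrane-potential fluorescent dye readout; Measure: % inhibition of NPY effect.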
NPY2 pot ag – potentiators or agonists of human neuropeptide Y receptor Y2 | activation, % at 3.6 µM | actives 0.45% (n = 220,000) | cells expressing NPY-Y2, potentiator/agonist read-out | AID 1359; in the data active = activation above about 27%;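 note: cells stimulated with NPY near EC25 plus isoproterenol at EC100; 0% = vehicle plus submaximal agonist and 100% = vehicle plus saturating agonist; some results beyond the cut were filed as inactive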
Target sequence (P49146 whole entry, looked up): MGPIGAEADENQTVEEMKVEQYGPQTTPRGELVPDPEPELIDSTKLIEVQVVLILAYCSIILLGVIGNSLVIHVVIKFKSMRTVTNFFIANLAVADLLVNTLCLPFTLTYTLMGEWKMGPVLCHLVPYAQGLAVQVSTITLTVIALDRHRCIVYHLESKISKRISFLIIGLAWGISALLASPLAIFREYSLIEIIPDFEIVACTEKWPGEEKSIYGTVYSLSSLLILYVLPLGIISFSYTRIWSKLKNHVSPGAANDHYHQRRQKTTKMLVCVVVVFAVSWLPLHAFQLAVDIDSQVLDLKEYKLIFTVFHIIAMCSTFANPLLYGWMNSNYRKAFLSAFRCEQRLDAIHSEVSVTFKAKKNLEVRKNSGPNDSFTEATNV
An asterisk follows results filed as active; nt = not tested or not shown.

SMILES	RBBP9 inh	Runt-CBFb FRET	NPY-Y1 PAM-ag	Hck Nef HTS	p97 ATPase inh	Runt-SMMHC FRET	MDM2 E3 inh	NPY-Y1 antag	NPY2 pot ag
CCC(C)[C@H](NC(=O)Nc1ccc2c(c1)OCCO2)C(=O)O (stereo partly specified)	-2.6	-3.7	-5.0	1.7	2.4	2.3	2.8	1.4	2.9
COc1cccc(-n2nnc3c(=O)n(CC(=O)N4CCC(C)CC4)cnc32)c1	-6.5	-3.8	5.1	14.9	2.2	24.0	-8.9	2.2	11.3
CCN(CC)C(=O)CSc1nc(C)cc(-c2cccs2)c1C#N	-0.3	-0.4	6.2	-0.3	3.7	-4.8	-8.2	5.5	-3.0
CC(=O)c1cc(F)c(N2CCN(C(=O)COc3ccccc3F)CC2)cc1C	-7.2	-3.8	-22.3	17.2	-1.2	-1.2	-2.2	1.8	-6.6
CCCCSc1cnn(-c2ccccc2)c(=O)c1SCCCC	15.6*	-3.3	-13.8	14.7	-4.0	-3.5	-1.8	2.8	-8.9
COC(=O)/C=C1\C(=O)N(c2nc3ccccc3s2)C(=S)N1c1ccc(F)cc1	-9.9	-8.5	-17.0	1.1	2.9	-29.0	-13.2	-1.3	8.2
CSc1nnc(C)c(=O)n1COC(=O)c1cc(Cl)ccc1[N+](=O)[O-]	-1.8	-2.2	2.5	-13.2	3.4	-4.1	-2.5	5.8	2.4
CC(=O)c1cc2c(cc1NC(=O)CCNC(=O)c1ccccc1Cl)OCO2	-2.9	2.5	33.6	2.4	-0.4	7.5	-1.5	0.2	4.3
CCCCNC(=O)N1CCc2ccccc2C1	-10.1	-2.2	-5.9	3.6	-2.7	0.6	11.9	5.2	9.2
COc1cc(OC)c(-c2nnc(-c3ccc(OC)c(OC)c3OC)o2)cc1OC	-4.9	-3.6	-22.5	-0.5	-1.7	4.4	-18.0	-0.9	-1.7
Cc1cc(C)cc(N(C(=O)CCC(=O)Nc2cc(C)on2)C(C(=O)NC2CCCC2)c2ccco2)c1 (stereo unspecified)	-4.2	-0.4	5.4	19.2	2.2	-0.8	2.7	-3.4	-8.0
CCCNC(=O)C(C)n1c2ccccc2c2nc(=O)cc(C)n21 (stereo unspecified)	3.1	-0.2	-13.0	0.4	-7.5	-0.5	-11.2	-1.5	-4.0
Cc1ccc(NC(=O)CCC(=O)N/N=C/c2ccc([N+](=O)[O-])o2)cc1C	0.8	3.3	2.6	21.3	2.0	0.3	-1.6	nt	7.9
Cc1ccc(S(=O)(=O)N(C)C)cc1NC(=O)COC(=O)/C=C/c1ccc2c(c1)OCO2	-1.1	0.2	-17.8	-1.3	1.0	0.7	-18.8	12.3	-20.6
CCOC(=O)c1cnn(-c2ccccc2)c1NC(=O)CN1CCOCC1	-3.4	1.1	-0.5	4.6	5.2	2.4	1.7	nt	-25.4
O=C(CSc1ncn[nH]1)Nc1ccccc1Sc1ccccc1	-8.8	0.1	-2.0	-18.7	0.2	-3.0	-15.3	1.6	-10.9
CCCCNC(=O)CN1C(=O)c2cccc(N)c2C1=O	-0.4	20.3	20.0	-8.7	7.4	92.8*	4.2	-4.9	6.9
CN(CC(=O)Nc1ccncc1)S(=O)(=O)c1ccccc1	-9.1	0.3	-14.8	9.6	-4.2	0.0	-10.7	-2.0	-13.2
CC12CC(NC(=O)N1c1cccc(C(=O)NCc3ccc4c(c3)OCO4)c1)c1cc(Cl)ccc1O2 (stereo unspecified)	1.1	0.1	41.5	1.1	3.3	-1.5	5.5	-17.3	23.1
Cc1onc(-c2ccccc2Cl)c1C(=O)Nc1nc2ccc(S(C)(=O)=O)cc2s1	-1.4	-0.9	-38.0	2.2	4.7	2.7	-1.0	-2.9	-1.4
CCOC(=O)c1c(C)c(C(=O)Nc2ccc3c(c2)OCCO3)c(C)n1C	-5.8	0.9	-26.4	-4.8	-5.0	-3.2	0.8	17.3	1.8
Cc1nc(S(=O)(=O)c2ccc(Br)cc2)nc2c1CCC2	-3.3	0.4	-7.4	0.9	-0.8	3.0	2.4	2.5	-4.2
COc1ccc(C(=S)N2CCCCCC2)cc1	3.0	26.6	3.4	0.2	2.1	17.2	nt	6.7	9.2
O=S(=O)(NCc1ccc(Cl)cc1)c1cccc2cccnc12	4.9	-0.9	0.3	12.3	5.2	-3.1	-5.7	nt	-15.8
CN1CCN(CC(=O)N2c3ccccc3C(C)(c3ccc(Cl)cc3)CC2(C)C)CC1 (stereo unspecified)	-2.8	3.4	-25.2	1.6	-4.0	6.5	-14.8	7.0	-18.1
Cc1ccc(C(=O)O/N=C/c2ccc3c(c2)OCO3)cc1	-6.5	-2.3	-26.4	-2.3	-2.3	2.6	-14.6	1.7	-6.7
CCOc1cc(NC(=O)c2cnccn2)c(OCC)cc1NC(=O)c1cccc(F)c1	-11.3	nt	7.6	26.9	10.3	nt	-7.3	-0.8	8.5
COC(=O)c1[nH]c2ccccc2c1NC(=O)CNC1CCCCC1	-1.2	-1.9	-7.5	0.6	0.3	2.2	-6.5	2.6	19.2
COc1cc(C)ccc1S(=O)(=O)N1CCN(C23CC4CC(CC(C4)C2)C3)CC1	-4.5	1.4	-1.2	-2.4	-3.6	-0.1	2.4	7.6	-11.4
COc1ccc(NC(=O)CSc2nc3ccccc3c(=O)n2CCNC(C)=O)cc1	2.7	-2.0	2.9	-0.4	-0.5	0.7	0.8	1.2	-28.6
CCCNC(=O)NC(=O)CSc1ncc(C(F)(F)F)cc1Cl	-7.0	0.6	-13.5	-2.1	-5.7	3.6	-21.2	-0.1	-12.7
CSc1ncc(CO)n1Cc1ccccc1	-8.7	1.8	-10.8	20.3	0.3	-2.5	-17.0	12.8	-9.5
COc1ccc(OC)c(S(=O)(=O)N(C(C)=O)c2ccc3oc(=O)sc3c2)c1	-18.4	66.6*	2.7	18.7	2.8	nt	-6.5	-0.3	2.5
CCN(CC)S(=O)(=O)c1cc(C(=O)Oc2cccc(-c3cnc4ccccc4n3)c2)ccc1OC	-1.4	-7.4	-48.0	4.7	1.7	-1.9	-12.9	13.9	-0.1
CCOc1ccc(-n2c(C)cc(/C=N\NC(=O)CC(=O)NC3CCCCC3)c2C)cc1	-8.8	-3.7	-32.9	-7.5	2.1	3.0	6.5	7.4	-3.1
CN(Cc1ccccc1)C(=S)NC(=O)c1ccccc1	-5.6	0.4	9.0	-4.3	2.1	-0.1	-3.6	0.1	3.0
O=C(NCc1csc(-c2ccccc2)n1)c1ccco1	-12.2	-0.6	5.2	1.1	2.9	1.2	-13.3	5.5	5.0
COC(=O)c1ccc(NC(=O)c2ccccc2N(C)S(C)(=O)=O)cc1	5.4	-0.2	11.9	-0.4	5.0	-2.6	-8.3	4.7	14.2
CCCNC(=O)CSCc1nc(-c2ccc(SC)cc2)oc1C	-7.6	-1.7	-3.6	-49.5	-4.2	-0.6	-14.1	9.5	-16.6
O=C1CSC(c2cccs2)N1c1ccccc1 (stereo unspecified)	-12.1	0.9	5.5	1.5	2.9	0.5	-15.7	4.3	4.5
CCCCCSc1nc(O)cc(=O)[nH]1	-2.0	0.8	3.0	-2.4	-0.1	2.2	-19.2	4.5	6.0
Cc1c(C)n(CCC#N)c2ccccc12	-1.8	-0.6	-11.7	-1.3	-3.1	-2.3	-13.1	3.8	10.2
CC(C)C[C@H](NC(=O)OC(C)(C)C)C(=O)N1CCC(C(=O)N[C@@H](Cc2ccccc2)C(=O)O)CC1	-7.7	nt	15.2	-0.9	-8.5	0.9	-10.7	-1.2	-3.4
CC1CCCN(C2=C(NS(=O)(=O)c3ccc(Cl)cc3)C(=O)c3ccccc3C2=O)C1 (stereo unspecified)	-5.8	-4.2	-4.7	2.6	4.4	-2.4	1.8	-0.6	-6.6
COC(=O)c1c(C)[nH]c(C)c1-c1cccc([N+](=O)[O-])c1	-3.1	-0.5	-9.5	25.0	3.7	-2.7	4.5	-2.6	1.6
Cc1cccc2c1nc(-c1ccccc1)n1cnnc21	-4.2	-1.4	-17.2	0.9	0.4	3.4	-14.0	-2.4	-13.1
O=C1CCc2nc3sc4c(c3c(=O)n2N1)CCCC4	-6.6	nt	-18.3	-8.4	-4.9	nt	nt	-3.8	-0.1
CN(C)c1cccc2c(/C=N/O)ccc(N(C)C)c12	-8.9	0.0	-17.6	14.3	0.1	-7.5	-18.4	-1.8	-23.8

Overlap with the part before: 2 entries; new compounds follow.
SMILES	RBBP9 inh	Runt-CBFb FRET	NPY-Y1 PAM-ag	Hck Nef HTS	p97 ATPase inh	Runt-SMMHC FRET	MDM2 E3 inh	NPY-Y1 antag	NPY2 pot ag
O=C1CCc2nc3sc4c(c3c(=O)n2N1)CCCC4	-6.6	nt	-18.3	-8.4	-4.9	nt	nt	-3.8	-0.1
CN(C)c1cccc2c(/C=N/O)ccc(N(C)C)c12	-8.9	0.0	-17.6	14.3	0.1	-7.5	-18.4	-1.8	-23.8
Cc1nc2nc(SCC(=O)c3cccc([N+](=O)[O-])c3)[nH]c2cc1Br	-7.4	4.0	-31.9	2.2	5.7	2.4	-15.4	3.8	4.5
CCc1ccc(NC(=S)N2CCN(c3cccc(C(F)(F)F)c3)CC2)cc1	-5.5	1.2	-32.8	2.1	2.5	1.8	-13.9	1.9	-2.2
COc1ccc(NC(=S)N(CCc2c(C)[nH]c3ccc(C)cc23)Cc2ccco2)cc1	1.3	0.2	-10.1	1.8	8.5	-3.3	nt	-6.7	6.9
Cc1csc(NC(=S)Nc2cccc(Cl)c2)n1	-3.0	6.0	37.5	13.2	2.9	16.6	-5.7	-9.2	7.2
Oc1ccccc1N=Nc1ccccc1O	-4.4	-5.1	31.5	10.3	9.0	-7.8	-10.4	-4.1	29.2*
COc1cccc(/C=N/n2c(CO)nc3ccccc32)c1OC	-12.3	-2.5	-6.5	1.4	4.6	1.8	-6.8	2.8	-19.4
COc1ccc(NC(=O)C2CCN(c3nnnn3-c3ccccc3)CC2)cc1	-7.4	-5.2	-8.2	-0.9	0.1	0.9	19.6	2.6	-17.5
Nn1c(SCC(=O)N2CCOCC2)nnc1-c1ccccc1Cl	-10.3	7.5	-8.3	0.0	-7.0	-1.1	-9.1	6.6	5.2
